NPY2 pot ag: potentiates or activates human NPY-Y2 receptor; cells expressing NPY-Y2, potentiator/agonist read-out; actives 0.45% (n = 220,000); activation, % at 3.6 µM; AID 1359; P49146; in the data active means activation above about 27%;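 further: cells stimulated with NPY near EC25 plus isoproterenol at EC100; 0% = vehicle plus submaximal agonist and 100% = vehicle plus saturating agonist; some results beyond the cut were filed as inactive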
Runt-CBFb FRET: blocks binding of human RUNX1 Runt domain to CBFb. Cerulean-Runt/Venus-CBFb FRET ratio 530/480, 1 h. Q01196+Q13951. inhibition, % at 20 µM. actives 0.46% (n = 220,000);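 active means inhibition over about 50% at 20 µM in the single-dose screen, limit read from the data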;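 further: 0% = DMSO wells and 100% = excess unlabeled CBFb competitor control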
Target sequence (Q01196 whole entry, looked up, the tested form may be a part): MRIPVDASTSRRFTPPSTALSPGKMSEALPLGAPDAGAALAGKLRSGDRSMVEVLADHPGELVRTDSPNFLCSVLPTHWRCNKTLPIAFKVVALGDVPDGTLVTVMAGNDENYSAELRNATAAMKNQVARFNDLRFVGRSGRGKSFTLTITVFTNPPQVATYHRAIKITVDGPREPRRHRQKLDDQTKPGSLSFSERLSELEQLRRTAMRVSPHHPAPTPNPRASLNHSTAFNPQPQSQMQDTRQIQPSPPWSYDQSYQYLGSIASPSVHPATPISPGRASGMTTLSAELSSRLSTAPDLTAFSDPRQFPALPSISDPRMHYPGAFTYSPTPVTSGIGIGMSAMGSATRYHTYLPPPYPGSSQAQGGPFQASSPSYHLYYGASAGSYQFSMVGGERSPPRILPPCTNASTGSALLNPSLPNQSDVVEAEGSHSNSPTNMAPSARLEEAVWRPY
Target sequence (Q13951 whole entry, looked up, the tested form may be a part): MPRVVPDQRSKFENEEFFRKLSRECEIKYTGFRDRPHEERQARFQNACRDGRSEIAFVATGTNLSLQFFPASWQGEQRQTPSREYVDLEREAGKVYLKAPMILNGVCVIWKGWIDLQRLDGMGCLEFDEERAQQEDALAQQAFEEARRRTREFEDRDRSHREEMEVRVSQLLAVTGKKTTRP
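Assay system: Cerulean-Runt domain / Medium: Tris 50 mM pH 7.5, KCl, K2SO4, 0.01% BSA / Timing: protein complex preformed 1 h, compound exposure 1 h, room temperature, dark / Measured by: FRET, excitation 422 nm, emission at 530 and 480 nm / Evaluation: loss of energy transfer signal / Control set: 5 µM unlabeled CBFb as full-inhibition high control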
p97 inhibitor: human p97 ATPase inhibition; recombinant p97 ATPase, Kinase-Glo ATP luminescence, 3 h; actives 0.42% (n = 220,000); inhibition, % at 8 µM; AID 1481; in the data active means inhibition above about 15%;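 further: 0% = DMSO vehicle and 100% = wells lacking enzyme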
Hck-Nef inh: human Hck-Nef kinase inhibition. actives 0.68% (n = 220,000). inhibition, % at 20 µM. AID 463187. Recombinant Hck-YEEI plus Nef, Z-Lyte FRET kinase assay;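 active means Hck-Nef kinase inhibition above about 50%, limit read from the data; inactive means inhibition below that limit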;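 further: 0% = DMSO with Hck plus Nef and 100% = Hck alone without Nef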
Runt-SMMHC FRET: Runt domain-CBFb-SMMHC interaction inhibition | Q01196+Q13951 | Cerulean-Runt/Venus-CBFb-SMMHC FRET ratio 530/480, 1 h | inhibition, % at 20 µM | actives 0.74% (n = 220,000) | AID 1434;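 active means mean inhibition across duplicate retests at 20 µM reaching about 50%, limit read from the data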;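 further: 0% = DMSO wells and 100% = wells with excess untagged CBFb-SMMHC; inhibitors lower the FRET ratio by blocking Runt binding to CBFb-SMMHC; some results filed as inactive read as strong as hits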
Mdm2 ligase inh: inhibitors of human Mdm2 E3 ubiquitin ligase. Q00987. cell-based MDM2 ubiquitination luciferase reporter, 2 h; 0 = plate control, 100 = twice control, blank-subtracted. signal enhancement, % at 5 µM. actives 0.11% (n = 210,000);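 active means signal enhancement of 30% or more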;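 further: luminescence tracks abundance of the self-degrading MDM2-luciferase fusion protein; higher signal means inhibition of MDM2 E3 ligase activity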
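Test system: mammalian cells stably expressing self-ubiquitinating, self-degrading MDM2 E3–luciferase fusion; Amount: 2000 cells in each well; Medium: DMEM; Schedule: 4 h settle plus 2 h compound, 37 °C; Technique: SteadyLite luciferase luminescence after 15 min room-temperature reagent incubation; Benchmarks: plate control and blank wells.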
NPY Y1 blocker: blocks the human neuropeptide Y Y1 receptor; P25929; HEK293-CNG Y1 cells, membrane potential fluorescence; NPY at EC95, then isoproterenol; inhibition, % at 3.6 µM; actives 1% (n = 200,000); AID 1040;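 active means inhibition above the campaign mean inhibition of all tested compounds plus 3 SD, cut at about 20% in these data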;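 further: 0% = DMSO wells given NPY plus isoproterenol and 100% = isoproterenol alone without NPY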
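Assay system: HEK293 cells with Y1 receptor plus CNG channel | Probe or stimulus: NPY (25 nM), isoproterenol (1 µM), Ro 20-1724 (25 µM) | Timing: Compound incubation 1 h at room temperature, readout 45 min post-stimulation | Measured by: Membrane-potential fluorescent dye readout | Benchmarks: High control isoproterenol alone, low control NPY with isoproterenol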
RBBP9 inh: human RBBP9 hydrolase inhibition. O75884. recombinant RBBP9, FP-Rh probe fluorescence polarization. inhibition, % at 7.94 µM. actives 0.2% (n = 220,000). AID 1515;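 active means inhibition above the campaign mean of all tested compounds plus 3 SD, cut at about 14% in these data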;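 further: plate controls were DMSO wells with RBBP9 for no effect and wells lacking RBBP9 protein for full effect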
Target sequence (O75884 whole entry, looked up): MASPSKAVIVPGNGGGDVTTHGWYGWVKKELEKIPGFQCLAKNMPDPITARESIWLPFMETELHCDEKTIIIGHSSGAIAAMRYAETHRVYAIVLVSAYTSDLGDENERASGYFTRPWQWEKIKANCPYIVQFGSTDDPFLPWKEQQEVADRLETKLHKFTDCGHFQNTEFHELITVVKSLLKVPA
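system = RBBP9 protein | input = RBBP9 at 2.5 µM in dispensed solution, before mixing | measured by = fluorescence polarization (mP), excitation 525 nm, emission 598 nm | incubation = enzyme-compound preincubation 30 min, then probe labeling 45 min, 25 °C | buffer or medium = Tris-NaCl-Pluronic buffer, pH 8.0 | compound = single dose 7.94 µM | also added = FP-Rh probe, 375 nM dispensing solution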
NPY-Y1 PAM-ag: potentiators or agonists of human neuropeptide Y receptor Y1 | actives 0.37% (n = 220,000) | AID 1304 | P25929 | activation, % at 3.6 µM | NPY-Y1 expressing cells, potentiator/agonist activation; in the data active means activation above about 33%, passing the limit was not always enough;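 further: cells stimulated with NPY at EC10 then isoproterenol at EC100; 0% = low agonist plus stimulus and 100% = saturating agonist plus stimulus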
Numbers without * were called inactive; . = no result given.

SMILES	NPY2 pot ag	Runt-CBFb FRET	p97 inhibitor	Hck-Nef inh	Runt-SMMHC FRET	Mdm2 ligase inh	NPY Y1 blocker	RBBP9 inh	NPY-Y1 PAM-ag
CCOC(=O)COc1ccc(-c2nnc(-c3ccccc3)o2)cc1	16	0	0	0	0	.	-4	-2	2
O=S(=O)(Nc1cccc(S(=O)(=O)N2CCCCCC2)c1)c1ccccc1	11	2	3	21	-2	7	5	4	12
CN(C)c1oc(COc2ccc(F)cc2)nc1C#N	-17	-2	0	5	0	-9	-4	-3	-30
CCC(C)C(=O)Nc1nc(C)c(-c2csc(Nc3cc(OC)ccc3OC)n2)s1 (stereo unspecified)	12	3	3	-1	2	-15	-5	2	11
COc1ccc(Br)cc1-c1nc(C)c(C(C)=O)n1O	5	5	2	-22	5	-8	4	-6	1
O=C(COc1cccc2ccccc12)NNC(=O)Nc1ccccc1	2	-2	4	1	-1	-18	-2	-4	-1
Cc1ccc(C(=O)Nc2cccc(C(F)(F)F)c2)cc1Nc1cnccn1	.	-1	.	24	1	14	.	.	.
NC(=O)C1CCN(C(=O)/C=C/c2cc(Br)ccc2F)CC1	3	2	0	24	0	-11	-6	-2	-4
Cc1ccc(O)c(NC(=S)NC(=O)CC(C)C)c1	13	2	-2	5	5	3	-6	-7	-9
CN1/C(=C\C=N\NC(=O)c2cccnc2)C(C)(C)c2ccccc21	-7	11	0	-49	37	-15	2	-3	-8
COc1ccc(NC(=O)CN(C)S(=O)(=O)c2cccs2)cc1	3	-1	3	-1	3	9	0	-4	8
O=c1c2ccccc2nc(COc2ccccc2)n1/N=C/c1cn[nH]c1-c1ccccc1	1	-2	5	4	-3	-27	-2	-7	11
Cn1c(SCC(=O)N2CCN(Cc3ccccc3)CC2)nnc1-c1ccncc1	-5	-1	1	6	0	-4	3	1	-2
CCc1nc(SCc2ccccn2)c2c(=O)n(C)c(=O)n(C)c2n1	9	.	-1	6	0	-20	3	-4	-3
COC(=O)n1ccc(C(=O)Nc2ccccc2F)n1	1	-1	-5	-2	3	-8	-6	-13	-4
COC(=O)c1sc(SC)c(S(=O)(=O)C(C)C)c1N/N=C(\C#N)C(=O)c1ccccc1	-4	-4	2	19	-2	-5	.	-5	1
C/C=C/c1ccc(OCCOc2ccc(C=O)cc2OC)c(OC)c1	-5	-4	-11	1	-5	-14	2	-5	10
O=C(NCc1ccc(F)cc1)C1CCN(S(=O)(=O)N2CCOCC2)CC1	1	0	3	22	0	1	5	-2	-4
COc1ccc(S(N)(=O)=O)cc1N(C)S(=O)(=O)c1ccccc1	8	0	1	18	3	6	4	-2	-5
CCCN(CCC)C(=O)/C=C/c1cccc([N+](=O)[O-])c1	-18	-2	-6	21	-1	.	.	-5	-34
Cc1ccc(C(=O)CSc2nnnn2-c2ccccc2)o1	11	2	7	3	0	-8	2	-1	0
Cc1ccc(C(=O)NC2CCCCCC2)cc1N1CCCC1=O	-22	0	-1	2	-3	-11	4	-3	1
O=C1OCC2=C1C(c1ccc(F)cc1)Sc1ccccc1N2 (stereo unspecified)	-1	4	-1	13	-4	17	-1	-2	9
CCN1C(=O)/C(=C/N2CCc3ccccc3C2)SC1=S	2	0	6	10	-4	1	.	-5	-3
CC(C)CCNC(=S)Nc1ccc(F)cc1	12	.	2	-1	.	.	0	-1	1
New compounds follow
SMILES	NPY2 pot ag	Runt-CBFb FRET	p97 inhibitor	Hck-Nef inh	Runt-SMMHC FRET	Mdm2 ligase inh	NPY Y1 blocker	RBBP9 inh	NPY-Y1 PAM-ag
Fc1ccc(C2CCCN2Cc2nc(Cc3ccccc3)no2)cc1 (stereo unspecified)	13	0	3	19	-3	5	2	-2	17
CCn1cc(C2C(C(=O)Nc3ccc(Br)cn3)=C(C)NC3=C2C(=O)CCC3)c(C)n1 (stereo unspecified)	0	30	4	23	74*	-7	-1	-2	-9
Cc1ccc2[nH]nc(C(=O)N3CCCC(C(=O)c4ccc(Cl)cc4)C3)c2c1 (stereo unspecified)	-12	1	-1	-20	0	-6	3	-11	-23
COc1ccc(NC(=O)C23CC4CC(C2)CC(n2cnc(Br)n2)(C4)C3)cc1Cl	7	3	1	1	0	-7	0	-9	-18
COc1cccc(NC(=O)N2CCCC2C(=O)NCc2ccccc2)c1 (stereo unspecified)	1	-2	7	20	0	-27	-5	-7	12
Cc1c(C#N)c2ccccc2n1CCOc1ccccc1F	6	1	4	1	3	7	1	-7	16
COC(=O)C1=C(C)NC(=O)C1(NC(=O)CN1CCCC1=O)C(F)(F)F (stereo unspecified)	2	-2	3	4	-3	-2	3	5	-11
Cc1c(C(=O)NC2CCCCC2)oc2c1C(=O)CC(C)(C)C2	-28	-2	-3	12	0	-5	8	-3	-15
COc1ccc(N2CC(C(=O)OCC(=O)c3cccc(OC)c3)CC2=O)cc1 (stereo unspecified)	-26	-1	-3	1	4	-24	9	-3	-19
CC1CCC/C(=N\NS(=O)(=O)c2ccccc2)C1 (stereo unspecified)	3	0	0	4	-2	-5	.	-9	-16
Clc1ccc(-c2onc3c2CCCC3)cc1	-1	0	-6	-2	-5	-8	-4	-9	-1
O=[N+]([O-])c1ccc(N2CCN(C(=S)Nc3ccc(F)cc3)CC2)cc1	14	0	5	28	-6	-6	-4	-5	9
CC(C)CC(=O)N1CCN(Cc2cccc(F)c2)CC1	-3	-2	-4	0	-2	-17	-2	-5	-13
O=C(NCCO)/C(=C\c1cccc([N+](=O)[O-])c1)NC(=O)c1ccco1	13	0	2	0	-1	-10	3	-4	5
Cc1ccccc1N1C(=O)CC1(C#N)c1ccc(OCc2ccccc2)cc1 (stereo unspecified)	2	-3	0	5	-6	-9	-7	1	4
CCCC(c1nnnn1CCOC)N1CCN(C(=O)c2ccco2)CC1 (stereo unspecified)	-13	-2	-1	1	-1	-6	6	-4	15
O=C(/C=C/c1ccccc1)c1ccoc1	-11	0	2	4	3	-5	-1	1	-25
O=C(C1=C[C@@H](C2CCCCC2)C[C@@H](OCCCCO)O1)N1CCN(Cc2ccccc2)CC1	-23	-1	-1	-8	28	.	3	-9	3
O=C(NCCc1csc(-c2cccnc2)n1)c1c(F)cccc1F	-26	2	-8	-24	3	-6	.	-5	-17
Cc1ccc(C)c(NNC(N)=S)c1	-6	11	4	23	-2	-16	3	-10	-11
S=c1nccc(-c2ccc(Cl)cc2)[nH]1	5	56*	7	-49	12	-13	.	-1	-11
COc1ccc(S(=O)(=O)CC2(O)CCN(C(=O)C(C)(C)C)CC2)cc1	-3	1	-1	11	0	3	-2	-9	-11
O=C(COc1ccccc1)NCc1nnc(SCC(=O)Nc2nccs2)n1-c1ccccc1	-22	1	-2	3	0	-14	9	5	-4
CCC(C)Nc1nc(N)c([N+](=O)[O-])c(NCCO)n1 (stereo unspecified)	-13	0	-4	5	1	-10	.	-13	10
O=C(N/N=C/c1ccc(Br)s1)c1cccs1	9	0	6	29	0	-6	.	2	35
Further compounds.
SMILES	NPY2 pot ag	Runt-CBFb FRET	p97 inhibitor	Hck-Nef inh	Runt-SMMHC FRET	Mdm2 ligase inh	NPY Y1 blocker	RBBP9 inh	NPY-Y1 PAM-ag
O=C(CNc1n[nH]c(=O)[nH]c1=O)N/N=C/C=C/c1ccccc1	6	0	7	10	3	-14	.	7	-9
CC(C)(C)c1nnc(NC(=O)CS(=O)(=O)Cc2ccccc2)s1	-2	-2	7	22	-2	-16	-2	-6	23
CCn1c(SCc2ccc(C(=O)Nc3nccs3)cc2)nnc1-c1ccc(N)cc1	-2	3	-3	3	-3	-7	9	1	8
COc1ccc(C)cc1NC(=O)c1cc2ccccc2cc1OCC(=O)NCc1ccco1	3	-1	-4	0	-2	11	4	-13	-50
CCCCn1cc(SCC(=O)O)c2ccccc21	-12	-2	6	1	1	-17	6	-6	-15
CC(C)CCOP(=O)(c1ccc(N(C)C)cc1)C(O)c1ccccn1 (stereo unspecified)	-2	-7	5	1	2	-4	-5	8	-1
CCNC(=O)CSc1nc2ccccc2c(=O)n1OC	2	-4	1	1	-3	-2	3	-5	-13
COc1cc2c(cc1NC(=S)Nc1cccc(C(F)(F)F)c1)oc1ccccc12	7	4	10	-19	0	-2	-2	-6	6
O=C(CCCC(=O)OCC(=O)c1cccs1)Nc1ccc(F)cc1	-10	0	1	23	2	-9	-2	-7	-1
CN(C)c1ccc(/C=N/NC(=O)Cn2nnc3ccccc32)cc1	1	1	-6	2	7	-10	11	-15	-21
Cc1cc(NC(=O)C2C3C(=O)N(CC4CCCO4)C(C(=O)NCc4ccccc4)C34C=CC2(C)O4)no1 (stereo unspecified)	4	0	-2	6	1	4	-2	-9	11
Cc1ccccc1NC(=O)c1c(-c2ccccc2)noc1C	19	0	0	2	3	-15	-1	-8	-18
CCOC(=O)C1=C(C)NC(=O)NC1	-18	-3	-3	0	3	-14	-3	-5	-18
CC(NC(=O)CSc1ncccn1)c1ccccc1 (stereo unspecified)	3	1	9	0	0	-14	2	4	-12
CCc1ccc(NC(=O)CC2C(=O)N(c3ccc(C)cc3)C(=O)N2C2CC2)cc1 (stereo unspecified)	8	-2	2	17	1	-2	1	2	2
COc1ccc(/C=C(/CC(=O)NCc2ccc(Cl)cc2)c2nc3ccccc3s2)cc1	-21	-1	-4	4	-4	-17	13	-4	-16
Clc1nc(-c2n[nH]nc2Cl)n[nH]1	14	1	6	-2	2	-52	1	-6	18
Cc1ccc(C)c(C(=O)CN2C(=O)CCC2=O)c1	0	0	7	1	2	0	1	-2	4
Cc1c(-n2c(SCC(C)C)nc3ccccc3c2=O)c(=O)n(-c2ccccc2)n1C	6	-2	-2	-6	1	-20	1	-3	27
CCc1nnc(SCc2cn3c(C)cc(C)nc3n2)n1N	-11	1	-2	0	-5	-4	2	-6	7
CCOc1ccc(/C=C/C(=O)Nc2ccc(C(N)=O)cc2)cc1OC	-2	0	2	1	-3	.	-1	-8	20
COc1cc(/C=C2/NC(=O)N(Cc3ccccc3F)C2=O)cc(OC)c1OC	-15	.	2	4	2	-6	6	-3	-11

High-throughput results as filed in PubChem.
